High-throughput results from PubChem.
DT40 TDP1 CPT – DT40-hTDP1 cell growth loss with CPT; chicken DT40 Tdp1-/-;hTDP1 cells + 20 nM CPT, ATP luminescence, 48 h; Potency, µM (top dose mostly 46.2 µM), for inactives: top-dose activity change, negative = growth inhibition, most hits filed as inhibitors; hit rate 12% among 420,000; AID 686979; note: nearly all actives have a fitted effect of over 55% in size
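Chicken DT40 Tdp1-/- cells complemented with human TDP1, 400 cells/well, exposed to compounds plus 20 nM camptothecin for at least 48 h at 37 C; viability read as ATP content by CellTiter-Glo luminescence.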
DT40 TDP1 no CPT – qHTS for Inhibitors of human tyrosyl-DNA phosphodiesterase 1 (TDP1): qHTS in cells in absence of CPT; hit rate 15% among 420,000; DT40 Tdp1-/- hTDP1 cells, no CPT, ATP luminescence, 48 h; AID 686978, 2013; Potency, µM (titrated, usually from 46.2 µM), for the others: top-dose activity change, negative = growth inhibition, usual class: inhibitors; note: nearly all actives have a fitted effect of over 55% in size
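A cellular qHTS used chicken DT40 cells lacking endogenous Tdp1 but carrying stably transfected human TDP1. Compounds were applied without camptothecin, and cell growth kinetics were judged by ATP-dependent luminescence after ≥48 hr.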
TDP1 block – blocks human tyrosyl-DNA phosphodiesterase 1; Q9NUW8; AID 485290; hit rate 0.28% among 350,000; recombinant TDP1, AlphaScreen DNA substrate cleavage; Potency, µM (series often up to 130 µM), for inactives: top-dose activity change, negative = inhibition, hits mostly inhibitors; note: nearly all actives have a fitted effect of over 40% in size
Target sequence (Q9NUW8 whole entry, looked up): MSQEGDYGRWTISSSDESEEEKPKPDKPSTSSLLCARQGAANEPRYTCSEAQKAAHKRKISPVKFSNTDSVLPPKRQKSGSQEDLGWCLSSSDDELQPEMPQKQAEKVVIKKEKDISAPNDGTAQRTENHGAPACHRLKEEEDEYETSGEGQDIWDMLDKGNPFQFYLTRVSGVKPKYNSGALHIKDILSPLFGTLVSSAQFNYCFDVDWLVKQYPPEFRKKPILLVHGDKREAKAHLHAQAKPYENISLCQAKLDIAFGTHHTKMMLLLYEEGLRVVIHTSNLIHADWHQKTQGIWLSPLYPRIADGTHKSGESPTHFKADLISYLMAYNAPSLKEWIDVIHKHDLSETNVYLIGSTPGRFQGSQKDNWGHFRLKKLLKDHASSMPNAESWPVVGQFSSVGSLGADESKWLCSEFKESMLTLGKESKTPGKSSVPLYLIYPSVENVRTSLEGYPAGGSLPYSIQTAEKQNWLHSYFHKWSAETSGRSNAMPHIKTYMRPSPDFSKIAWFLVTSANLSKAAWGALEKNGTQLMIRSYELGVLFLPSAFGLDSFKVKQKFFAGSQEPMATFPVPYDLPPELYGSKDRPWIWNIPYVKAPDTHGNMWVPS
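Enzyme-compound mixtures sat 15 min at room temperature, followed by a 5 min reaction with 15 nM final substrate and 10 min with AlphaScreen beads. Recombinant human Tdp1 was used at 1 nM final.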
The depositor's hits bear a star; ? = inconclusive; . = no result given; & = joins results of further samples; [ ] = another dose, or the depositor's remark. Calls come from the whole dose curve; as a rule, active = well fitted curve in the direction sought with a large enough effect; inconclusive = small, poorly fitted or top-dose-only effect, or another doubt; inactive = no such curve, though single readings can be large; an effect the other way counts as inactive or inconclusive. % is set by controls: 0 for no effect and ±100 for the full control effect; potency is the fitted concentration of half-maximal effect. Compounds as they come (roughly 18% active in at least one column).

SMILES	DT40 TDP1 CPT	DT40 TDP1 no CPT	TDP1 block
O=C(NCC1COc2ccccc2O1)c1ccccc1 (configuration not stated)	-21%	-5%	6%
CC(NC(=O)C1CSC2(C)CCC(=O)N12)c1ccccc1Cl (configuration not stated)	-5%	-23%	-5%[0.505 µM]
O=C(O)c1ccc(Cl)c(NCc2cccnc2)c1	-3%	2%	.
CC/C(=N/N=C(/CC)c1ccc(O)cc1)c1ccc(O)cc1	15µM*	8.2µM*	.
COc1cc(C(=O)Nc2ccc(S(=O)(=O)Nc3ncccn3)cc2)c([N+](=O)[O-])cc1OC	3%	-3%	-3%
COC(=O)C[C@H]1N(S(=O)(=O)c2ccc(C)cc2)C(C(C)C)CC1(C(=O)OC)C(=O)OC (some centres not stated)	?	?	.
O=C(O)c1cccc(S(=O)(=O)N2CCSCC2)c1	-2%	3%	7%
COc1cccc(-n2cc(CN(C)C(=O)C3CCC(=O)N(C4CC4)C3)cn2)c1 (configuration not stated)	-19%	-15%	.
Cc1csc(NC(=O)CCCSc2nc3ccccc3s2)n1	?	?	1%
CC(C(=O)O)n1c(C(F)(F)F)nc2ccccc21 (configuration not stated)	-14%	0%	-2%
Nc1ccc2nc3c(=O)n(C4CCCCC4)c(=O)[nH]c3nc2c1	?	?	1%
CC(=O)N1CCN(C(=O)C(Cc2c[nH]c3ccccc23)NC(=O)c2ccccc2Cl)CC1 (configuration not stated)	-8%	-10%	7%
COc1ccc(C)cc1S(=O)(=O)N(C)CC(=O)N1CCN(C)CC1	-4%	-12%	5%
CCOP(=O)(OCC)C(C#N)=C1SCN(c2ccc(Cl)cc2)CS1	?	?	5%
CCc1ccc(C2CC3C(CN2S(=O)(=O)c2ccc(C)cc2)[C@@H](O)C[C@@H](c2ccc(CC)cc2)N3S(=O)(=O)c2ccc(C)cc2)cc1 (some centres not stated)	?	?	.
CCOC(=O)c1ccc(-n2c(C)nc3c(cnn3-c3ccccc3C)c2=O)cc1	-15%	-28%	5%
Cc1nn2c(C)nc3sc4c(c3c2nc1=O)CC(C)(C)OC4	-7%	-2%	3%
COc1cccc(CNC(=O)C(=O)NCC2OCCCN2S(=O)(=O)c2cc(C)ccc2C)c1 (configuration not stated)	?	-30%	2%
COc1cccc(/C=N/NC(=O)COc2cccc3cccnc23)c1O	7.3µM*	4.1µM*	-5%
CC1CC(=O)Nc2ccccc2N1C(=O)COc1ccc2cc(Br)ccc2c1 (configuration not stated)	?	?	0%[56.1 µM]
CCN(C(=O)COC(=O)c1ccc(N2C(=O)c3ccccc3C2=O)cc1)C1CCS(=O)(=O)C1 (configuration not stated)	4%	-8%	2%
C[C@H](O)[C@@H]1CN2CCc3c([nH]c4ccc(-c5ccc6c(c5)OCO6)cc34)[C@@H]2C[C@@H]1N(C)C(=O)Nc1ccc(F)cc1	2.9µM*	5.2µM*	.
Clc1cccc(Oc2cnns2)c1Cl	?	26µM*	-3%
NNC(=S)NC1CCCCCCCCCCC1	?	8.2µM*	9%
CCOc1ccc(NC(=O)C2CCN(S(=O)(=O)c3ccc4c(c3)CC(C)N4C(C)=O)CC2)cc1 (configuration not stated)	?	?	0%

(list continues)
SMILES	DT40 TDP1 CPT	DT40 TDP1 no CPT	TDP1 block
Cc1cn(CC(=O)NCC(C)c2ccccc2)c(=O)[nH]c1=O (configuration not stated)	-7%	0%	.
CC(=O)Nc1ccc(N/C=C(\C#N)S(=O)(=O)c2ccc(Cl)cc2)cc1	6%	25%	.
CCCCNc1ncnc2c1nnn2C	5%	-6%	8%
COc1ccc(-c2nnc3sc(COc4ccccc4)nn23)cc1	-27%	?	9%
CN(C)c1ccc2c(c1)C(=NO)c1ccccc1-2	?	-14%	.
Cc1ccc(OCC(=O)Nc2ccc(S(=O)(=O)N3CCOCC3)cc2)c(C)c1	-25%	-25%	8%
Cc1ccc2c(c1)C1(OCCO1)C(=O)N2	-1%	-3%	1%
COCCNC(=O)Cn1cc(/C=C(\C#N)C(=O)NC2CCCC2)c2ccccc21	-1%	?	.
CC(C)C(=O)Nc1cccc(NC(=S)NC(=O)C(c2ccccc2)c2ccccc2)c1	?	?	7%
CCOC(=O)c1cnc2ccc(Br)cc2c1NCCN1CCOCC1	21µM*	21µM*	.
O=c1[nH]ncc(N/N=C\c2ccncc2)c1Cl	-3%	3%	1%
O=c1cn[nH]c2ccc(Br)cc12	-4%	-17%	.
CC(C)OCCCNC(=O)c1cccc(NC(=O)c2ccccc2)c1	-6%	?	1%
O=C(O)c1cccc(NS(=O)(=O)c2ccc3c4c(cccc24)C(=O)N3)c1	14%	-29%	-18%
CCc1ccccc1NC(=O)C1CCCN(c2ncnc3onc(-c4ccc(F)cc4)c23)C1 (configuration not stated)	?	?	1%
Cc1ccc(CN2CC(C(=O)NC(c3nc4ccccc4[nH]3)C(C)C)CC2=O)cc1 (configuration not stated)	-12%	-18%	1%
CN(C(=O)COC(=O)CCC(=O)c1ccccc1)c1c(N)n(Cc2ccccc2)c(=O)[nH]c1=O	-27%	-23%	.
CCOc1ccc(S(=O)(=O)N2CCC(C(=O)NCc3ccncc3)CC2)cc1C	-10%	-10%	10%
CN(C(=O)c1cc2c(s1)-c1ccccc1S(=O)(=O)C2)c1ccccc1F	-23%	?	1%
Cc1ccc(-c2nnc(N3CCOCC3)c3ccccc23)cc1S(=O)(=O)NCc1cccnc1	-24%	?	-3%
CCCCN(C)C(=O)CS(=O)(=O)Cc1nc(-c2cccc(OC)c2)oc1C	-2%	-28%	3%
Cc1cc(C)n2ncc(S(=O)(=O)c3ccccc3)c2n1	3%	11%	1%
Fc1ccc(-c2nc3ccc(Br)cn3c2Cc2cccc(Cl)c2)cc1	?	?	.
COc1ccc(-c2cc(C(=O)Nc3sc4c(c3C#N)CCCC4)c3ccccc3n2)cc1	-22%	?	0%
CCN(CC)S(=O)(=O)c1ccc(NC(=O)Cn2c(=O)oc3ccccc32)cc1	-4%	12%	5%

Part of the list above, showing only TDP1 block and DT40 TDP1 CPT:
smiles	TDP1 block	DT40 TDP1 CPT
CCOc1ccc(NC(=O)C2CCN(S(=O)(=O)c3ccc4c(c3)CC(C)N4C(C)=O)CC2)cc1 (configuration not stated)	0%	?
Cc1cn(CC(=O)NCC(C)c2ccccc2)c(=O)[nH]c1=O (configuration not stated)	.	-7%
CC(=O)Nc1ccc(N/C=C(\C#N)S(=O)(=O)c2ccc(Cl)cc2)cc1	.	6%
CCCCNc1ncnc2c1nnn2C	8%	5%
COc1ccc(-c2nnc3sc(COc4ccccc4)nn23)cc1	9%	-27%
CN(C)c1ccc2c(c1)C(=NO)c1ccccc1-2	.	?

Later entries
SMILES	DT40 TDP1 CPT	DT40 TDP1 no CPT	TDP1 block
FC(F)(F)c1ccccc1/C=N/n1c(COc2ccccc2)n[nH]c1=S	-3%	-8%	.
Cc1cccc(-c2noc(-c3ccc(N4CCCC4)c([N+](=O)[O-])c3)n2)c1	-21%	?	0%
CCN(CC)c1ccc(/C=N/Nc2nc(C)cc(=O)[nH]2)c(O)c1	0.021µM*	0.021µM*	8%
O=C(Oc1cccc(C(=S)N2CCOCC2)c1)c1ccc([N+](=O)[O-])cc1[N+](=O)[O-]	-22%	-16%	7%
Cc1cc(NC(=O)Cc2cccs2)nn1CC(=O)NCc1ccco1	-2%	1%	9%
COc1cc2c(cc1OC)/C(=C/C(=O)N1CCOCC1)NC(C)(C)C2	17%	-24%	-10%
C=CCn1c(SCCCC)nc(O)cc1=O	?	0%&-14%	-4%&-2%
O=C(NCc1ccc(Cl)cc1)C1=Cc2cc(Cl)ccc2OC1	-18%	-24%	2%
CN(C(=O)COC(=O)c1cc([N+](=O)[O-])ccc1N1CCOCC1)C1CCCCC1	-17%	?	.
CN(CC(=O)N1CCc2ccccc21)S(=O)(=O)c1ccc(Cl)cc1	-7%	-12%	7%
CC(OC(=O)c1cccc(S(=O)(=O)N(C)C)c1)C(=O)NCc1ccc2c(c1)OCO2 (configuration not stated)	-23%	?	-3%
Cc1ccc(S(=O)(=O)N2CCN(C(=O)CN3CCOCC3)C2C(C)C)cc1 (configuration not stated)	-2%	-13%	2%
CSc1ccccc1C(=O)Nc1cccc([N+](=O)[O-])c1C	-10%	-3%	0%
COc1ccc(OC)c(C2N(c3ccccn3)C(=O)C3CCCN32)c1 (configuration not stated)	-2%	-5%	7%
Cc1ccc(Cn2c(=O)n(CCCCC(=O)NCc3ccc4c(c3)OCO4)c(=O)c3ccccc32)cc1	1%	?	5%
Cc1ccc(NS(=O)(=O)c2cccc(C(=O)N3CCCCC3)c2)cc1	-26%	?	0%
COc1ccc(NC(=O)C2CCCN(S(=O)(=O)c3ccc(Br)s3)C2)cc1 (configuration not stated)	?	?	0%[12.3 µM]
CN(Cc1ccccc1)C(=O)c1cccc(NC(=O)c2nsc3ccccc23)c1	?	?	5%
COc1cc(OC)cc(-c2cc3nc(C)c(CCC(=O)NC(C)CCc4ccco4)c(C)n3n2)c1 (configuration not stated)	?	16µM*	11%
C/C(CC(=O)Nc1ccccc1Br)=N\NC(=O)C(=O)N1CCCC1	-4%	1%	3%
COc1ccnc(Oc2ccccc2)c1C(=O)N/C=N/OCc1ccc(F)cc1Cl	?	?	3%
Cc1onc(-c2ccccc2Cl)c1C(=O)NC(=S)Nc1ccc(C(C)C)cc1	-22%	?	6%
COc1ccc(C(=O)NCCCC2CCCC2)cc1OC1CCN(C(C)C)CC1	16µM*	16µM*	.
O=C(COC(=O)c1ccc2ncsc2c1)NC(=O)C1CCCCC1	5%	-13%	1%
Cc1nnc(NC(=O)CCC(=O)NCc2cccs2)s1	1%	2%	0%

Remaining list, next part.
SMILES	DT40 TDP1 CPT	DT40 TDP1 no CPT	TDP1 block
CC(C)NC(=S)NN=C1c2ccccc2-c2ccccc21	23µM*	7.3µM*	5%
O=C(CN1C(=O)CSCC1=O)Nc1ccc2c(c1)OCO2	14%	13%	1%
Nc1c(C(=O)CSc2nnnn2-c2ccc(O)cc2)c(=O)[nH]c(=O)n1C1CC1	?	-21%	0%
CN(C)S(=O)(=O)c1cccc(C(=O)N=C2N=C3C=CC(Cl)=CN3Cc3ccccc32)c1	?	16µM*	.
CCC(C)N(C(=O)Cn1nnc(-c2ccc(F)cc2)n1)C1CCS(=O)(=O)C1 (configuration not stated)	-13%	11%	2%
COc1ccc(N2CCN(c3nc(NCCO)nc(N4CCOCC4)n3)CC2)cc1	-2%	5%	4%
O=C(Cc1ccc2ccccc2c1)NO	4%	-9%	.
COc1cccc(CNC(=O)c2nn(-c3ccccc3Cl)nc2CO)c1	?	-28%	2%
Nc1ccc(-c2ccc(N)c(C(=O)O)c2)cc1C(=O)O	0%	30%	.
CC(C)CNC(=O)NC(=O)COc1c(F)c(F)cc(F)c1F	-18%	-7%	1%
Cc1ccc2cc3c(N)c4c(C)ccc(C)c4nc3nc2c1	?	?	-5%
O=C(NCCCN1CCOCC1)c1ccc2ccccc2c1	8%	?	-4%
CCc1ccc(NC(=O)C2(c3cccs3)CCOCC2)cc1	-9%	-30%	-3%
O=[N+]([O-])c1cc(-c2n[nH]c(-c3ccccc3)n2)cc([N+](=O)[O-])c1	?	?	5%
O=C(c1noc2c1CCCCC2)N1CCN(c2cccc(Cl)c2)CC1	?	?	-4%
COc1ccc(NC(=O)c2oc3c(c2C)-c2nn(Cc4c(F)cccc4Cl)cc2CC3)c(OC)c1	?	?	4%
CCOC(=O)C1CCCN(C(=O)Cn2cnc3c2c(=O)n(C)c(=O)n3C)C1 (configuration not stated)	-3%	0%	-2%
COc1ccc(-c2sc3cc(OC)c(OC)cc3c2C#CCCO)cc1	?	?	0%
COc1cc(C(O)c2nc(-c3ccc(F)c(Cl)c3)cs2)ccc1F (configuration not stated)	?	?	.
COc1ccc(C(=O)NNC(=O)C(=O)NCc2ccccc2)cc1	-26%	?	1%
Cc1cc(N2CCOCC2)nc(-c2ccc(Br)cc2)n1	-12%	?	0%
Cc1cc(N/N=C/c2ccc(O)cc2O)nc(-n2nc(C)cc2C)n1	0.23µM*	0.29µM*	0%
COc1ccc(C(=O)N2CCN(c3ccccc3)CC2)cc1S(=O)(=O)N1CCCC1	-27%	-25%	-1%
COc1ccc2cc(CN(C(=O)Nc3ccccc3)C3CCCC3)c(=O)[nH]c2c1	?	-19%	1%
N#CC1=C(S)N(c2ccc(F)cc2)C(c2cccs2)NC1=O (configuration not stated)	8.2µM*	?	3%

Grouped by structure, the entries above containing a furan ring, fused or not.
SMILES	DT40 TDP1 CPT	DT40 TDP1 no CPT	TDP1 block
Cc1cc(NC(=O)Cc2cccs2)nn1CC(=O)NCc1ccco1	-2%	1%	9%
COc1cc(OC)cc(-c2cc3nc(C)c(CCC(=O)NC(C)CCc4ccco4)c(C)n3n2)c1 (configuration not stated)	?	16µM*	11%
COc1ccc(NC(=O)c2oc3c(c2C)-c2nn(Cc4c(F)cccc4Cl)cc2CC3)c(OC)c1	?	?	4%
